All columns: NCI-60 one-dose screen, growth in % after 48 h at 10 µM unless noted; 100 = growth as untreated, 0 = no growth, -100 = all killed.
TK-10: TK-10 renal cancer cells. 81,000 tested, 3.9% active. AID 1794769
IGROV1: IGROV1 ovarian cancer; 79,000 tested, 4.7% active
SN12C: SN12C renal cancer cells; 81,000 tested, 3.8% active
SK-OV-3: SK-OV-3 ovarian cancer cells | 80,000 tested, 3.2% active
786-0: 786-0 renal cancer cells; 81,000 tested, 5.1% active; AID 1794775
UO-31: UO-31 renal cancer; 81,000 tested, 5.2% active
OVCAR-4: OVCAR-4 ovarian cancer cells; 80,000 tested, 3.7% active; AID 1794784
OVCAR-5: OVCAR-5 ovarian cancer. AID 1794783. 82,000 tested, 2.9% active
An asterisk follows results filed as active; & = joins results of further samples; [ ] = dose if it differs, or a comment. The calls were made as follows: active = growth percent below 10; inactive = the rest.

The opening 12 records as a preview:
For COc1ccc(C=Nc2ccccc2O)cc1 the results were TK-10 112, IGROV1 99, SN12C 89, SK-OV-3 104, UO-31 72, OVCAR-4 96 and OVCAR-5 103.
For C=C1C(=O)O[C@H]2[C@H]1CC/C(Cn1cc(-c3ccc(N)cc3)nn1)=C\CC[C@@]1(C)O[C@@H]21 the results were TK-10 18, IGROV1 18, SN12C -7.6*, SK-OV-3 84, 786-0 -61*, UO-31 -74*, OVCAR-4 14 and OVCAR-5 38.
For O=S(=O)(O)c1cccc2cccnc12 the results were TK-10 118, IGROV1 101, SN12C 103, SK-OV-3 114, 786-0 105, UO-31 77, OVCAR-4 118 and OVCAR-5 106.
Cc1ccc2nc(-c3ccc(OCC(=O)NN)cc3)[nH]c2c1 was read as TK-10 127, IGROV1 84, SN12C 93, SK-OV-3 87, 786-0 107, UO-31 75, OVCAR-4 116 and OVCAR-5 91.
For Cc1ccc(C(=O)Nn2c(NCC(=O)N3c4ccccc4Sc4ccccc43)nnc2-c2ccc(O)cc2)cc1 the results were TK-10 103, IGROV1 102, SN12C 85, SK-OV-3 102, 786-0 99, UO-31 93, OVCAR-4 105 and OVCAR-5 92.
`CC(=O)Nc1ccc(/C=C2\SC(=S)N(C=C(C#N)C#N)C2=O)cc1` gave TK-10 114, IGROV1 95, SN12C 96, SK-OV-3 90, 786-0 89, UO-31 70, OVCAR-4 106 and OVCAR-5 103.
`O=C(/C=C/c1ccccc1)n1c(-c2ccccc2O)nc2ccccc21` gave TK-10 109, IGROV1 102, SN12C 94, SK-OV-3 95, 786-0 92, UO-31 80, OVCAR-4 93 and OVCAR-5 100.
Screening CCCCCCCC(=O)NCc1ccc(OCC(=O)NO)c(OC)c1 returned TK-10 120, IGROV1 101, SN12C 96, SK-OV-3 92, 786-0 104, UO-31 78, OVCAR-4 109 and OVCAR-5 101.
`CCN(CC)c1ccc2cc(C(Nc3ccc(Br)c(C(F)(F)F)c3)c3nnnn3C(C)(C)C)c(=O)oc2c1` (stereo not given) gave TK-10 84, IGROV1 106, SN12C 90, SK-OV-3 85, 786-0 100, UO-31 74 and OVCAR-5 92.
For Nc1c(C(=O)c2ccc(F)cc2)oc2nc(-c3cnccn3)cc(-c3cccs3)c12 the results were TK-10 140, IGROV1 94, SN12C 96, SK-OV-3 93, 786-0 78, UO-31 90, OVCAR-4 101 and OVCAR-5 114.
For O=C(CCN1C(=O)/C(=C/c2ccc(Cl)cc2)SC1=S)Nc1ncc(Cc2ccc(Cl)cc2)s1 the results were TK-10 97, IGROV1 101, SN12C 100, SK-OV-3 132, 786-0 103, UO-31 90, OVCAR-4 100 and OVCAR-5 102.
Screening CCOC(=O)Nc1ccc(Cl)cc1 returned TK-10 113, IGROV1 99, SN12C 93, SK-OV-3 110, 786-0 100, UO-31 88, OVCAR-4 102 and OVCAR-5 105.

The whole of this part, from the first entry:
For COc1ccc(C=Nc2ccccc2O)cc1 the results were TK-10 112, IGROV1 99, SN12C 89, SK-OV-3 104, UO-31 72, OVCAR-4 96 and OVCAR-5 103.
For C=C1C(=O)O[C@H]2[C@H]1CC/C(Cn1cc(-c3ccc(N)cc3)nn1)=C\CC[C@@]1(C)O[C@@H]21 the results were TK-10 18, IGROV1 18, SN12C -7.6*, SK-OV-3 84, 786-0 -61*, UO-31 -74*, OVCAR-4 14 and OVCAR-5 38.
For O=S(=O)(O)c1cccc2cccnc12 the results were TK-10 118, IGROV1 101, SN12C 103, SK-OV-3 114, 786-0 105, UO-31 77, OVCAR-4 118 and OVCAR-5 106.
Cc1ccc2nc(-c3ccc(OCC(=O)NN)cc3)[nH]c2c1 was read as TK-10 127, IGROV1 84, SN12C 93, SK-OV-3 87, 786-0 107, UO-31 75, OVCAR-4 116 and OVCAR-5 91.
For Cc1ccc(C(=O)Nn2c(NCC(=O)N3c4ccccc4Sc4ccccc43)nnc2-c2ccc(O)cc2)cc1 the results were TK-10 103, IGROV1 102, SN12C 85, SK-OV-3 102, 786-0 99, UO-31 93, OVCAR-4 105 and OVCAR-5 92.
`CC(=O)Nc1ccc(/C=C2\SC(=S)N(C=C(C#N)C#N)C2=O)cc1` gave TK-10 114, IGROV1 95, SN12C 96, SK-OV-3 90, 786-0 89, UO-31 70, OVCAR-4 106 and OVCAR-5 103.
`O=C(/C=C/c1ccccc1)n1c(-c2ccccc2O)nc2ccccc21` gave TK-10 109, IGROV1 102, SN12C 94, SK-OV-3 95, 786-0 92, UO-31 80, OVCAR-4 93 and OVCAR-5 100.
Screening CCCCCCCC(=O)NCc1ccc(OCC(=O)NO)c(OC)c1 returned TK-10 120, IGROV1 101, SN12C 96, SK-OV-3 92, 786-0 104, UO-31 78, OVCAR-4 109 and OVCAR-5 101.
`CCN(CC)c1ccc2cc(C(Nc3ccc(Br)c(C(F)(F)F)c3)c3nnnn3C(C)(C)C)c(=O)oc2c1` (stereo not given) gave TK-10 84, IGROV1 106, SN12C 90, SK-OV-3 85, 786-0 100, UO-31 74 and OVCAR-5 92.
For Nc1c(C(=O)c2ccc(F)cc2)oc2nc(-c3cnccn3)cc(-c3cccs3)c12 the results were TK-10 140, IGROV1 94, SN12C 96, SK-OV-3 93, 786-0 78, UO-31 90, OVCAR-4 101 and OVCAR-5 114.
For O=C(CCN1C(=O)/C(=C/c2ccc(Cl)cc2)SC1=S)Nc1ncc(Cc2ccc(Cl)cc2)s1 the results were TK-10 97, IGROV1 101, SN12C 100, SK-OV-3 132, 786-0 103, UO-31 90, OVCAR-4 100 and OVCAR-5 102.
Screening CCOC(=O)Nc1ccc(Cl)cc1 returned TK-10 113, IGROV1 99, SN12C 93, SK-OV-3 110, 786-0 100, UO-31 88, OVCAR-4 102 and OVCAR-5 105.
CC(C)C(C(=O)Nc1ccccc1O)N1C(=O)/C(=C/c2ccc(Br)cc2)SC1=S (stereo not given) was read as TK-10 123, IGROV1 84, SN12C 91, SK-OV-3 107, 786-0 97, UO-31 68, OVCAR-4 101 and OVCAR-5 101.
Screening O=C(O)c1ccccc1/C=N\Nc1ccccn1 returned TK-10 117, IGROV1 105, SN12C 101, SK-OV-3 119, 786-0 103, UO-31 76, OVCAR-4 108 and OVCAR-5 107.
`O=S(=O)(c1ccc(N/N=C\c2cccc3ccccc23)cc1)c1ccc(N/N=C/c2cccc3ccccc23)cc1` gave TK-10 135, IGROV1 107, SN12C 101, SK-OV-3 103, 786-0 106, UO-31 94, OVCAR-4 108 and OVCAR-5 95.
FC(F)(F)c1ccn(-c2ccc(C3=NNC(c4ccc[nH]4)C3)cc2)n1 (stereo not given) was read as TK-10 101, IGROV1 87, SN12C 89, SK-OV-3 106, 786-0 90, UO-31 52, OVCAR-4 100 and OVCAR-5 95.
For COc1ccc(-c2ccn(CCC(=O)N3CC(C)OC(C)C3)n2)cc1OC1CCCC1 (stereo not given) the results were TK-10 105, IGROV1 94, SN12C 93, 786-0 104, UO-31 76, OVCAR-4 98 and OVCAR-5 91.
Screening O=C(O)c1cccc2c1Cc1cc(Cl)ccc1-2 returned TK-10 87, IGROV1 125, SN12C 106, SK-OV-3 112, 786-0 107, UO-31 78, OVCAR-4 106 and OVCAR-5 101.
Screening COc1ccc(-c2cnnc3c(-c4cccc(C(F)(F)F)c4)cnn23)cc1 returned TK-10 21, IGROV1 64, SN12C 50, SK-OV-3 15, 786-0 7.6*, UO-31 58, OVCAR-4 36 and OVCAR-5 81.
CCC(=O)Oc1ccc(C(C)(C)C)cc1C(C)c1ccccc1 (stereo not given) was read as TK-10 103, IGROV1 102, SN12C 90, SK-OV-3 138, 786-0 99, UO-31 87, OVCAR-4 101 and OVCAR-5 99.
`Cc1c([N+](=O)[O-])cc(C(=O)Cl)cc1[N+](=O)[O-]` gave TK-10 94, IGROV1 102, SN12C 101, SK-OV-3 102, 786-0 111, UO-31 103, OVCAR-4 108 and OVCAR-5 104.
`O=c1[nH]c2c(cc1S(=O)(=O)c1ccccc1)CCc1c-2cnn1Cc1ccccc1` gave TK-10 110, IGROV1 95, SK-OV-3 107, 786-0 88, UO-31 80, OVCAR-4 90 and OVCAR-5 99.
Screening Cc1ccc(S(=O)(=O)/C(C#N)=C/n2c(=S)[nH]c3ccc([N+](=O)[O-])cc32)cc1 returned TK-10 104, IGROV1 94, SN12C 110, SK-OV-3 101, 786-0 99, UO-31 88, OVCAR-4 108 and OVCAR-5 98.
For Cc1n[nH]c(C)c1Cc1ccc(Cc2c(C)n[nH]c2C)cc1 the results were TK-10 106, IGROV1 112, SN12C 101, SK-OV-3 112, 786-0 107, UO-31 92, OVCAR-4 111 and OVCAR-5 111.
O=C(COc1ccc(-c2nc3ccc([N+](=O)[O-])cc3[nH]2)cc1)N=Nc1c(O)[nH]c2ccccc12 was read as TK-10 115, IGROV1 105, SN12C 100, SK-OV-3 107, 786-0 105, UO-31 94, OVCAR-4 103 and OVCAR-5 106.
For COc1ccc(C2=NN(c3ccc(S(N)(=O)=O)cc3)C(c3cn(-c4ccccc4)nc3-c3ccc(OC)cc3)C2)cc1 (stereo not given) the results were TK-10 97, IGROV1 106, SN12C 101, SK-OV-3 98, 786-0 105, UO-31 61, OVCAR-4 107 and OVCAR-5 107.
`FC(F)c1ncc(-c2ccc(C(F)(F)F)cc2)c(NC2CCCCCC2)n1` gave TK-10 90[50 µM], IGROV1 75[50 µM], SN12C 64[50 µM], SK-OV-3 77[50 µM], 786-0 51[50 µM], UO-31 45[50 µM], OVCAR-4 61[50 µM] and OVCAR-5 78[50 µM].
CCN(CC)CCCNc1cc(OC)cc2nc3ccccc3nc12 was read as TK-10 69, IGROV1 55, SN12C 44, SK-OV-3 77, 786-0 53, UO-31 62, OVCAR-4 90 and OVCAR-5 95.
For CCCOc1cc(N)ccc1C(=O)OCCN(CC)CC the results were TK-10 118, IGROV1 103, SN12C 102, SK-OV-3 110, 786-0 110, UO-31 85, OVCAR-4 97 and OVCAR-5 103.
Cc1ccc(-c2nc3ccccn3c2/C=C2/C(=O)Nc3ccc(Cl)cc32)cc1 was read as TK-10 97, IGROV1 87, SN12C 83, SK-OV-3 104, 786-0 88, UO-31 66, OVCAR-4 94 and OVCAR-5 94.
`CCOC(=O)/C(=C/c1ccccc1)N(CC)CC` gave TK-10 104, IGROV1 102, SN12C 109, SK-OV-3 114, 786-0 103, UO-31 89, OVCAR-4 107 and OVCAR-5 103.
`CSc1nc(C)cc(=O)[nH]1` gave TK-10 89, IGROV1 106, SN12C 104, SK-OV-3 103, 786-0 106, UO-31 95, OVCAR-4 118 and OVCAR-5 101.
`N#CC(C(=O)/C(=N/NC(=O)c1ccccc1O)C(C#N)c1ccccc1)c1ccccc1` (stereo not given) gave TK-10 70, IGROV1 38, SN12C 53, SK-OV-3 46, 786-0 86, UO-31 29, OVCAR-4 59 and OVCAR-5 91.
Screening Cc1nc(-c2ccc(Cl)cc2)ccc1NC(=O)Nc1cccc(C(F)(F)F)c1 returned TK-10 91, IGROV1 111, SN12C 94, SK-OV-3 110, 786-0 101, UO-31 91, OVCAR-4 108 and OVCAR-5 121.
For CCCCCn1c(=N)c(S(=O)(=O)c2ccccc2)cc2c(=O)n3ccccc3nc21 the results were TK-10 96, IGROV1 102, SN12C 97, SK-OV-3 104, 786-0 93, UO-31 75, OVCAR-4 88 and OVCAR-5 106.
For COc1cc(C(=O)N2CCN(c3cc4c(cc3F)c(=O)c(C(=O)NO)cn4C3CC3)CC2)cc(OC)c1OC the results were TK-10 87, IGROV1 110, SN12C 108, SK-OV-3 103, 786-0 94, UO-31 92, OVCAR-4 101 and OVCAR-5 98.
`COc1ccc(Cn2cc(C(=O)N=Nc3c(O)[nH]c4c(C)cccc34)nn2)cc1` gave TK-10 56, IGROV1 85, SN12C 62, SK-OV-3 110, 786-0 44, UO-31 15, OVCAR-4 -28* and OVCAR-5 94.
Screening COc1ccc(C(=O)C[n+]2cccc3ccccc32)cc1 returned TK-10 93&112, IGROV1 103&96, SN12C 97&91, SK-OV-3 92&96, 786-0 109&102, UO-31 73&86, OVCAR-4 110&100 and OVCAR-5 103&104.
O=C1CCC(=O)N1c1ccccc1 was read as TK-10 99, IGROV1 95, SN12C 100, SK-OV-3 101, 786-0 100, UO-31 84, OVCAR-4 114 and OVCAR-5 101.
`CCN(CC)Cc1ccc(NC(C(=O)c2ccccc2)c2ccccc2)cc1` (stereo not given) gave TK-10 87, IGROV1 109, SN12C 96, SK-OV-3 98, 786-0 81, UO-31 88, OVCAR-4 101 and OVCAR-5 93.
For Cn1c(Cl)cc2c1-c1oncc1CCC2 the results were TK-10 103, IGROV1 100, SN12C 98, SK-OV-3 104, 786-0 101, UO-31 94, OVCAR-4 92 and OVCAR-5 100.
For O=c1c(O)cccn1CCCNCCCn1cccc(O)c1=O the results were TK-10 52, SN12C 107, SK-OV-3 92, 786-0 93, UO-31 51, OVCAR-4 95 and OVCAR-5 93.
`S=c1[nH]nc(Nc2cccnc2)n1-c1cccnc1` gave TK-10 124, IGROV1 80, SN12C 86, SK-OV-3 115, 786-0 101, UO-31 79, OVCAR-4 98 and OVCAR-5 87.

Screening results deposited in PubChem BioAssay by NCI.

Outcome played no part in choosing rows; overall some 8.7% were active at least once.
